# Assay outcomes deposited in PubChem by National Center for Advancing Translational Sciences (NCATS).
# TDP43 rescue: TDP-43 toxicity inhibition in yeast. TDP-43 expressing yeast growth rescue, BacTiter-Glo, 24 h. Potency, µM (top dose mostly 46.1 µM), for inactives: at the highest dose growth rescue (activation), hits mostly activators. actives 1.8% (n = 410,000); further: potency means the concentration at half of the fitted maximal effect; % of control where 0% means no effect; nearly all actives have a fitted effect of over 50% in size
#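 Cell-based yeast growth screen: TDP-43 expression induced in galactose, inoculum OD600=0.02 after raffinose pregrowth to mid-log. Read-out BacTiter-Glo luminescence at 24 hr, 30 deg C; inhibition of toxicity seen as signal increase.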
# PTHR1 agonist: PTHR1 (human) receptor agonism. Q03431. HEK293 GP2 PTHR1 cells, GloSensor cAMP luminescence, 1 h. Potency, µM (top dose mostly 115 µM), for inactives: at the highest dose activation, hits mostly activators. actives 0.075% (n = 410,000). AID 743266; further: potency means the concentration at half of the fitted maximal effect; nearly all actives have a fitted effect of over 55% in size; some results filed as inactive show a strong effect at the top dose; inactives centre near -15; many of its hits are not listed in these tables
# Target sequence (Q03431 whole entry, looked up): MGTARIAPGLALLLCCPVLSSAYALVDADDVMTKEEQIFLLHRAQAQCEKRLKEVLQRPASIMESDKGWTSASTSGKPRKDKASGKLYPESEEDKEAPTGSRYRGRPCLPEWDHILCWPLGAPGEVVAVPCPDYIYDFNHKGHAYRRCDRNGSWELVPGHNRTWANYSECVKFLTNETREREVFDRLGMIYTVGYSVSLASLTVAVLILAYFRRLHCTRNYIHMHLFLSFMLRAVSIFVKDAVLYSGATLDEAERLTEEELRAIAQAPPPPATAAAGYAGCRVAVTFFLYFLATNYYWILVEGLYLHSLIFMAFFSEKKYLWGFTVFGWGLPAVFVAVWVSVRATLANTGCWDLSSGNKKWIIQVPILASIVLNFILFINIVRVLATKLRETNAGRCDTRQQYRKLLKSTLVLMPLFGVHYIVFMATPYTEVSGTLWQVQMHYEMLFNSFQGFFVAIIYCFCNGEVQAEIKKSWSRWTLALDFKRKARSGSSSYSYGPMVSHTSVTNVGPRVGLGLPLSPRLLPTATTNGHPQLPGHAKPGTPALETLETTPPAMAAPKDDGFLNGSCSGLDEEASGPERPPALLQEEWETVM
#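 HEK-293-derived GP2 cells expressing PTHR1 and a GloSensor cAMP reporter, 3,000/well, plated overnight, given luciferin plus IBMX (each 0.5 mM as added) for 1 h at 37 °C, then compound for 1 h at 37 °C. Luminescence was read after 15 min at room temperature.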
# pAkt inh: blocks phosphorylation of Akt | activity change, % for hits at 50 µM | AID 651550 | Neuro2A IGF-stimulated pAkt S473 HTRF, 20 min; hits give low values | actives 0.32% (n = 360,000); in the data active means activity change below about -80%; inconclusive means mostly about -51% to -80%; further: on the % scale 0 is the no-effect control and ±100 the full control effect
#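 Neuro2A cells in DMEM with 0.5% FBS, overnight at 37 deg C, given compound at single 50 µM final, then IGF (6 nM final) for 20 min at 37 deg C. Lysed; phospho-Akt Ser473 by HTRF after 24 h, 665/615 ratio.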
# FUS suppressor: suppressors of FUS proteinopathy in yeast; S. cerevisiae FUS-expressing, growth rescue, OD600, 24 h; Potency, µM (top dose mostly 76.6 µM), for inactives: top-dose growth rescue (activation), usual class: activators; actives 0.24% (n = 390,000);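 further: potency means the concentration at half of the fitted maximal effect; plate controls were DMSO vehicle for no effect and reference control for full effect; nearly all actives have a fitted effect of over 55% in size; some results filed as inactive show a strong effect at the top dose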
#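 Absorbance at 600 nm, taken 24hr after compound addition, measured rescue of FUS-yeast growth at 30C. Induction used 2% galactose with seeding at OD 0.005. Controls: CP55940 from 92uM final, DMSO only.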
# Mm-Cpn inhibitor: blocks the Methanococcus maripaludis chaperonin Mm-Cpn; purified Mm-Cpn ATPase, ADP Transcreener TR-FRET; Potency, µM (highest dose often 76.9 µM), without a hit: at the top dose activity, negative = inhibition, hits mostly inhibitors; actives 0.031% (n = 330,000); AID 504842; further: potency means the concentration at half of the fitted maximal effect; on the % scale 0 is the no-effect control and ±100 the full control effect; nearly all actives have a fitted effect of over 80% in size
#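 ATPase turnover read by TR-FRET ADP competition (Eu cryptate antibody/ADP-d2, 665/590 nm): 10uM ATP final, 25nM Mm-CPN final, 30 min 37degC after 10-min compound preincubation, pH 7.4 Tris/KCl/MgCl2/DTT buffer.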
# GLP-1R inv ag: inverse agonists of human GLP-1 receptor. P43220. HEK293 GLP-1R CRE-luciferase, luminescence, 24 h; GLP-1R form is constitutively active. Potency, µM (titrated, usually from 38.3 µM), for the others: at the highest dose activity change, negative = inhibition, actives largely listed as inhibitors. actives 1.6% (n = 410,000). AID 624417; further: potency means the concentration at half of the fitted maximal effect; on the % scale 0 is the no-effect control and ±100 the full control effect; nearly all actives have a fitted effect of over 55% in size
# Target sequence (P43220 whole entry, looked up): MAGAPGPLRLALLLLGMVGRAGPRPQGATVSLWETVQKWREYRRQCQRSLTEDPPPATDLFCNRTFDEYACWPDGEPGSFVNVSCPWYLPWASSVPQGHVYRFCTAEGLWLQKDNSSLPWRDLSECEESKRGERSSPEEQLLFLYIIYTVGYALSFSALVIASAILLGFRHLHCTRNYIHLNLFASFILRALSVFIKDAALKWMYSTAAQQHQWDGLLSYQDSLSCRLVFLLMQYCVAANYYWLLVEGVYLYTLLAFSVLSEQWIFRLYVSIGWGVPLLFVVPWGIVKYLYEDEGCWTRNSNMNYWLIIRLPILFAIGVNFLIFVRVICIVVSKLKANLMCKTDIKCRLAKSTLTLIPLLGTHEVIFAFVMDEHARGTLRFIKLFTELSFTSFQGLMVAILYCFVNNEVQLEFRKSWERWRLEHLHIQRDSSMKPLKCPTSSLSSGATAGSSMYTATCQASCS
#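 Inverse agonists were sought by their lowering of basal cAMP reporter luciferase output in HEK293 cells stably carrying constitutively active human GLP-1R, after 24 h compound treatment.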
# aSyn yeast inh: alpha-synuclein toxicity inhibition in yeast; Yeast expressing alpha-synuclein, growth rescue, BacTiter-Glo, 24 h; Potency, µM (doses to about 46.1 µM), for the others: at the top dose growth rescue (activation), most hits filed as activators; actives 0.14% (n = 370,000); AID 652106; further: potency means the concentration at half of the fitted maximal effect; % of control where 0% means no effect; nearly all actives have a fitted effect of over 65% in size
#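 Readout is rescue of growth in alpha-synuclein-expressing yeast, so inhibitors of toxicity appear as activators. Growth after 24 hr at 30 deg C in galactose medium is quantified by luminescence.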
# HEK293 tox: cytotoxic in the GLP-1 receptor inverse agonist counter-screen; HEK293 cAMP-luciferase reporter cells, luminescence, 24 h; Potency, µM (series often up to 38.3 µM), for the others: at the highest dose activity change, negative = inhibition, hits mostly inhibitors; actives 0.13% (n = 410,000); AID 624418;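 further: loss of luciferase light is scored as toxicity; potency means the concentration at half of the fitted maximal effect; on the % scale 0 is the no-effect control and ±100 the full control effect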
#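 To flag toxic compounds, the library was rerun on cells for 24 hr at 37 deg C and 5% CO2. Viability-linked luminescence was captured 12 min after adding luciferase detection reagent.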
# Abeta yeast res: compounds reversing amyloid beta toxicity in yeast; yeast expressing A-beta42, growth rescue, OD600, 48 h; response scale: 0% DMSO, 100% iron-clioquinol control; Potency, µM (top dose mostly 46.1 µM), inactives show at the highest dose growth rescue, most hits filed as activators; AID 1347071; actives 0.063% (n = 410,000); further: potency means the concentration at half of the fitted maximal effect; nearly all actives have a fitted effect of over 55% in size
#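 Growth rescue measured by 600 nm absorbance after 48 h yeast culture at 30 C with compound. Values normalized between DMSO and an equimolar ferric chloride plus clioquinol control.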
# * hit, by the source's call; i = inactive; ? = inconclusive; / = not tested or not shown; & = joins results of further samples; [ ] = another dose, or the depositor's remark. Unless noted, the call rests on the fitted dose curve; in most records, active means well fitted curve in the direction sought with a large enough effect; inconclusive means small, poorly fitted or top-dose-only effect, or another doubt; inactive means no such curve, though single readings can be large; an effect the other way counts as inactive or inconclusive. The list is partial; count on the stated rates, not on these rows.
SMILES,TDP43 rescue,PTHR1 agonist,pAkt inh,FUS suppressor,Mm-Cpn inhibitor,GLP-1R inv ag,aSyn yeast inh,HEK293 tox,Abeta yeast res
COc1ccc(CCNC(=O)Cn2c(=O)cnc3ccccc32)cc1,-5%,i,i,2%,0%,?,3%,?,11%
COc1cc(/C=C/C(=O)OCC(=O)N2CC(=O)Nc3ccccc32)ccc1O,2%,-4%,i,15%,1%,10%,-6%,-3%,5%
Cc1cccc(C)c1OC(=O)CN(c1ccc(Cl)cc1)S(C)(=O)=O,16%,-7%,i,27%,-1%,-3%,-5%,-11%,-6%
O=S(=O)(c1ccc2c(c1)CCN2)N1CCOCC1,20%,-95%[inhibitor],i,-10%,0%,3%,0%,1%,8%
Cc1ccc(C(=O)N(Cc2ccco2)c2c(N)n(Cc3ccccc3)c(=O)[nH]c2=O)cc1,1%,i,i,-33%,/,7%,1%,-6%,7%
COc1ccc2c(c1)c(CC(=O)Nc1ccc(C(C)=O)cc1)c(C)n2C(=O)c1ccc(Cl)cc1,23%&11%,-6%,i,29%&30%,-23%,?,1%&-2%,1%&-33%,10%&7%
CCC1NC(=O)c2cccnc2-n2c1nc1cc(F)ccc1c2=O (stereo not given),0%,-16%,i,-31%,/,2%,-22%,-30%,-7%
Cc1ccc(S(=O)(=O)N2C[C@@H]3c4ccccc4N(S(=O)(=O)c4ccc(C)cc4)[C@@H]3[C@@H](C)C2CC(=O)c2ccccc2)cc1 (stereo not given in full),15%,-7%,i,14%,2%,-7%,?,6%,6%
COc1ccccc1N(CC(=O)NCCSCc1ccccc1)S(=O)(=O)c1ccccc1,?,-37%[inhibitor],i,?,/,?,10%,-8%,2%
CCNc1nc(Oc2ccc(C#N)cc2)cc(C(F)(F)F)n1,26%,-3%,i,9%,-1%,?,-10%,3%,10%
CCOc1ccccc1C(=O)N(Cc1ccco1)Cc1ccco1,20%,i,/,13%,/,-28%,/,1%,-4%
COc1ccc(N2C(=O)C(CC(=O)Nc3ccccc3)N(Cc3ccc4c(c3)OCO4)C2=O)cc1 (stereo not given),-19%,-15%,i,18%,0%,7%,-1%,-12%,5%
O=C(O)c1cccc(CN2C(=O)S/C(=C/c3ccccc3[N+](=O)[O-])C2=O)c1,0%,-29%,i,-6%,-2%,?,21%,-28%,14%
CCN(CCn1cccn1)C(=O)c1ccc(OC2CCN(C(=O)CCOC)CC2)cc1,25%,-2%,i,-17%,/,5%,-6%,-3%,-7%
COc1ccc(-c2cc(=O)oc3cc(OCC(=O)Nc4ccccn4)ccc23)cc1,?,i,i,-8%,-2%,7%,3%,1%,17%
CCC(=O)N1Cc2cc(C(=O)NCc3cccc(F)c3)nc(-c3cccc(C4=CCCC4)c3)c2[C@H]1CCO,18%,-9%,i,?,/,16%,1%,-14%,-8%
O=C(O)c1ccc(NC(=O)c2cccc(N3C(=O)C4C5CCC(C5)C4C3=O)c2)cc1 (stereo not given),6%,i,i,17%,0%,5%,3%,-11%,20%
COc1cccc(NC(=O)CN2CCN(CC(=O)Nc3ccccc3Cl)CC2)c1,13%,-4%,i,9%,2%,?,1%,-5%,4%
O=C(Nc1nnc(C2CC2)s1)c1n[nH]c(=O)c2ccccc12,5%,i,i,14%,-2%,31%[activator],-1%,-4%,9%
CCC(C)(C)NC(=O)C(c1cccn1C)N(Cc1ccc(C)cc1)C(=O)Cn1nnc2ccccc21 (stereo not given),-1%,-20%[57.5 µM],i,-4%,0%,-9%,0%,6%,-44%[inhibitor]
CC1(C)CC(=O)C(CS(=O)(=O)c2ccccc2)=C(O)C1,28%,-22%,i,5%,0%,?,2%,14%,-16%
Cc1c(NC(=O)C(C)N2C(=O)C3CCCCC3C2=O)c(=O)n(-c2ccccc2)n1C (stereo not given),0%,-6%,i,4%,3%,14%,-2%,9%,-2%
Nc1cc2c(cc1Br)-c1ccc(F)cc1C2O (stereo not given),?,-19%,i,8%,/,?,8%,0%,-6%
O=C(Oc1ccc(Cl)cc1)c1ccc(N2CCOCC2)c([N+](=O)[O-])c1,-6%,i,i,/,2%,1%,1%,-15%,30%
COc1c(C)cc(C(=O)C2CCCN(C(=O)CCc3scnc3C)C2)cc1C (stereo not given),8%,-14%,i,12%,0%,-22%,6%,-1%,1%
# More compounds
SMILES,TDP43 rescue,PTHR1 agonist,pAkt inh,FUS suppressor,Mm-Cpn inhibitor,GLP-1R inv ag,aSyn yeast inh,HEK293 tox,Abeta yeast res
CCCCN1CNC(=S)N(Cc2ccccc2)C1,-2%,-4%,i,/,0%,10%,-10%,4%,-3%
Cc1ccc(C(=O)CC(C(=O)O)n2ccc(C)n2)cc1 (stereo not given),-19%,-7%,i,3%,2%,3%,1%,1%,0%
Cc1cc(C)n2nc(C(=O)OCC(=O)c3ccccc3)nc2n1,-25%,-16%,i,29%,2%,-13%,-14%,17%,-1%
CCOc1cc(NC(=O)c2ccccc2C)c(OCC)cc1NC(=O)C1=Cc2ccccc2OC1,2%,i,i,13%,0%,-4%,-3%,-9%,-9%
O=C(COC(=O)Cc1ccccc1F)NCCc1ccccc1,30%,-12%,i,-13%,0%,10%,0%,22%,-10%
CC(=O)Nc1ccc(-c2ccccc2)s1,-1%,i,i,-11%,1%,6%,-4%,-6%,0%
Cc1ccc2nc(-c3ccccc3O)c(Nc3ccc4c(c3)OCCO4)n2c1,6%,i,i,/,-14%,?,-10%,-19%,-4%
CS(=O)(=O)N(Cc1ccc(C(=O)NCc2ccco2)cc1)c1ccccc1,17%,i,i,6%,1%,1%,0%,-5%,0%
COc1ccc(Nc2nc3ccc(C)cc3nc2-n2nc(C)cc2C)cc1Cl,?,-8%,/,-21%,/,9%,/,1%,1%
CC(=O)Nc1ccc(NC(=O)C2C3CCC(C3)C2C(=O)O)cc1 (stereo not given),-3%,i,i,11%,-3%,1%,-5%,-2%,6%
Cn1c(=O)c2c(SCC(=O)N3CCCc4ccccc43)nc(CC(C)(C)C)nc2n(C)c1=O,21%,-8%,i,-20%,-14%,10%,0%,7%,-5%
CCc1nnc(NC(=O)CSc2nnc(C)n2CC2CCCO2)s1 (stereo not given),18%,i,i,-15%,1%,2%,3%,-6%,22%
Cc1ccnc(NS(=O)(=O)c2ccc(NC(=O)Cc3ccc(Cl)cc3)cc2)n1,4%,i,i,-30%,-1%,-22%,-8%,-4%,-8%
N#C/C(=C\c1c(N2CCCCC2)nc2ccccn2c1=O)C(=O)NCc1ccco1,-8%,i,i,/,0%,26%,10%,50%,7%
CC12CN(Cc3ccccc3)CC(C)(CN(Cc3ccccc3)C1)C2=O,0%,-28%,i,-47%,2%,0%,0%,5%,0%
CC(C)C(=O)NC(=S)Nc1sc2c(c1C(N)=O)CCCC2,15%,-20%,i,4%,-4%,26%,-29%,-23%,6%
O=C1OC(Cc2ccccc2)(c2ccccc2)c2ccccc21 (stereo not given),29%,-9%,i,19%,/,?,10%,-25%,3%
CCOC(=O)C1=C(C)NC(C)=C(C(=O)OCC)C1C(=O)OCC(=O)N(C)C,17%,i,i,1%,1%,18%,0%,-5%,1%
O=C(O)c1cc(S(=O)(=O)N2CCCCCC2)ccc1Cl,-7%,-4%[57.5 µM],/,23%,-2%,-6%,1%,-9%,1%
O=C(NCc1ccc(Cl)cc1)C1=Cc2cc(Br)ccc2OC1,0%[9.22 µM],-49%[inhibitor],/,-4%,/,?,/,1%,-15%
Cc1cccc(NC(=O)Cc2cccs2)n1,5%,i,i,9%,/,23%,2%,20%,8%
Cc1cnn(C(=S)NCc2ccco2)c1,?,i,i,24%,0%,-18%,-8%,-6%,-10%
O=C1c2ccccc2NC(c2ccccc2)N1Cc1ccco1 (stereo not given),5%,-5%[57.5 µM],i,27%,17%,?,8%,15%,11%

# By substructure, those above containing a Cl atom
SMILES,TDP43 rescue,PTHR1 agonist,pAkt inh,FUS suppressor,Mm-Cpn inhibitor,GLP-1R inv ag,aSyn yeast inh,HEK293 tox,Abeta yeast res
Cc1cccc(C)c1OC(=O)CN(c1ccc(Cl)cc1)S(C)(=O)=O,16%,-7%,i,27%,-1%,-3%,-5%,-11%,-6%
COc1ccc2c(c1)c(CC(=O)Nc1ccc(C(C)=O)cc1)c(C)n2C(=O)c1ccc(Cl)cc1,23%&11%,-6%,i,29%&30%,-23%,?,1%&-2%,1%&-33%,10%&7%
COc1cccc(NC(=O)CN2CCN(CC(=O)Nc3ccccc3Cl)CC2)c1,13%,-4%,i,9%,2%,?,1%,-5%,4%
O=C(Oc1ccc(Cl)cc1)c1ccc(N2CCOCC2)c([N+](=O)[O-])c1,-6%,i,i,/,2%,1%,1%,-15%,30%
COc1ccc(Nc2nc3ccc(C)cc3nc2-n2nc(C)cc2C)cc1Cl,?,-8%,/,-21%,/,9%,/,1%,1%
Cc1ccnc(NS(=O)(=O)c2ccc(NC(=O)Cc3ccc(Cl)cc3)cc2)n1,4%,i,i,-30%,-1%,-22%,-8%,-4%,-8%
O=C(O)c1cc(S(=O)(=O)N2CCCCCC2)ccc1Cl,-7%,-4%[57.5 µM],/,23%,-2%,-6%,1%,-9%,1%
O=C(NCc1ccc(Cl)cc1)C1=Cc2cc(Br)ccc2OC1,0%[9.22 µM],-49%[inhibitor],/,-4%,/,?,/,1%,-15%
